Bioassay records: PubChem, several laboratories
Wnt act: Wnt/beta-catenin pathway activation. Wnt/beta-catenin reporter cell assay, activator, plate reader. activation, % at 9.35 µM. hit rate 1.2% among 300,000; in the data active means activation above about 30%, passing the limit was not always enough; inconclusive means no clear call, values can overlap the other calls;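 further: 0% = neutral control wells and 100% = positive control wells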
MITF act: activators of MITF-driven TRPM1 promoter activity in SK-MEL-5 cells; SK-MEL-5 TRPM1-promoter luciferase, 24 h; % of positive control, neutral wells = 0; activation, % at 12.5 µM; hit rate 0.75% among 300,000; AID 588334;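 active means mean activation of at least 80% with every replicate also reaching 80%; inconclusive means mean reaches 80% but some replicate falls short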;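 further: 0% = neutral control wells and 100% = parthenolide positive control wells; values of inactives mirror those of a sister screen read the other way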
phage Ecoli inh: E. coli growth loss with phage present; growth absorbance; inhibition, % at 11.9 µM; hit rate 0.26% among 360,000; AID 651602; in the data active means inhibition above about 11%
AddAB inh: less growth of phage-infected E. coli with AddAB. E. coli expressing H. pylori AddAB, absorbance growth. inhibition, % at 11.9 µM. hit rate 0.29% among 330,000. AID 435030; in the data active means inhibition above about 12%;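 further: 0% = vehicle wells of infected cells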
SR-BI uptake up: activators of SR-BI mediated HDL lipid uptake; CHO ldlA[mSR-BI] cells, DiI-HDL uptake fluorescence, 3 h; 100 = double the neutral-control signal; activation, % at 12.5 µM; hit rate 0.096% among 320,000;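 active means mean replicate activation of at least 60% and every replicate at or above 60%; inconclusive means mean or all-replicate condition met, but not both; inactive means mean below 60% and not all replicates reaching 60%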;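 further: 0% = median plate neutral-control signal and 100% = twice that signal; values of inactives mirror those of a sister screen read the other way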
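Test system: SR-BI-overexpressing, LDLR-lacking CHO cells; Also added: labelled HDL, 10 µg/mL; Measured by: bottom-read cell fluorescence after medium removal, ex 550/em 595 nm; Timing: 3 h uptake period with compound, 37 °C; Buffer or medium: F12, 0.5% BSA, 25 mM HEPES; Doses: single compound concentration, delivered by pin transfer.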
Tat transport: blocks Tat-dependent protein export in E. coli; E. coli MC4100 TorA-mCherry Tat export, fluorescence; inhibition, % at 10 µM; hit rate 0.036% among 340,000; AID 488895;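 active means mean replicate inhibition at least 50% and at least half of replicates individually reaching 50%; inconclusive means only one of the two criteria met; inactive means neither criterion met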;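 further: exported cargo escapes ClpAP degradation while cytoplasmic cargo is degraded and loses fluorescence; 0% = median of neutral control wells and 100% = median of NaSCN control wells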
CAL PDZ FP-1: blocks peptide binding to the human CAL PDZ domain; Q9HD26; AID 602252; purified CAL PDZ, TMR-peptide fluorescence polarization, 1 h; inhibition, % at 24.9 µM; hit rate 0.92% among 300,000;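 active means mean inhibition of at least 30% with at least half of replicates also reaching 30%; inconclusive means no clear call, values can overlap the other calls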;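 further: 0% = DMSO neutral control and 100% = excess unlabeled competitor peptide PRC23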
E coli growth: bacterial growth inhibition, counter-screen for AddAB inhibitors; E. coli V3065 growth, OD600 absorbance, 18 h; inhibition, % at 11.9 µM; hit rate 0.27% among 330,000; AID 449728;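 active means inhibition above the campaign's mean inhibition across all tested compounds plus 3 SD, cut at about 9.9% in these data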;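 further: uninfected addAB+ strain grown without phage in ampicillin broth; 0% = DMSO wells and 100% = ciprofloxacin 0.95 µg/ml wells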
SR-BI DiI inh: mouse SR-BI HDL lipid transfer inhibition. ldlA[mSR-BI] CHO cells, DiI-HDL uptake fluorescence, 3 h. inhibition, % at 12.5 µM. hit rate 0.96% among 320,000. AID 488896;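 active means mean replicate inhibition of at least 70% and a set share of replicates each scoring 70 or more; inconclusive means meets just one of the two criteria; inactive means fails both criteria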;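 further: 0% = median of neutral control wells and 100% = median of positive control wells; values of inactives mirror those of a sister screen read the other way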
Target sequence (Q61009 whole entry, looked up): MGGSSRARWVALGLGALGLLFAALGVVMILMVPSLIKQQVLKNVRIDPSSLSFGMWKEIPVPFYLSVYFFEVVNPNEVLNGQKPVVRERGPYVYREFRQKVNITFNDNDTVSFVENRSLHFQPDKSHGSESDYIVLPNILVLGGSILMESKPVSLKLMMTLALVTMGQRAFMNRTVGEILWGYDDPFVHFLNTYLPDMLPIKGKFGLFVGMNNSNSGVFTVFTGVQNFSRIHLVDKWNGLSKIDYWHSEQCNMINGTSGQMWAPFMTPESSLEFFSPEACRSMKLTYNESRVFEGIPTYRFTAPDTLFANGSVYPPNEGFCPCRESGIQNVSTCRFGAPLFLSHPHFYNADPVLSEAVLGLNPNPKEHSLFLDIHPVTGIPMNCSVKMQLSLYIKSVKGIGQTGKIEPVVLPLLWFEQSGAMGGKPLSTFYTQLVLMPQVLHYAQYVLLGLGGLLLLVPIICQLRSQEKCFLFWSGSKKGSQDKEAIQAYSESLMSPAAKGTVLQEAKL
CAL PDZ FP-2: blocks peptide binding to human CAL PDZ domain. Q9HD26. purified CAL PDZ, TMR-peptide fluorescence polarization, 1 h. inhibition, % at 20 µM. hit rate 0.02% among 330,000. AID 504414;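 active means highest replicate inhibition of at least 40%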;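 further: plate controls were DMSO neutral control wells for no effect and unlabeled competitor peptide control wells for full effect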
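Test system: tagged CAL PDZ domain / Buffer or medium: sodium phosphate/NaCl buffer pH 7.4 with TCEP, IgG, Thesit / Reagent: TMR-labelled reporter peptide T*-PRC34 bound in PDZ groove / Compound dosing: single point, 20 µM / Schedule: 1 h incubation at room temperature before polarization reading / Technique: fluorescence polarization (mP) / Benchmarks: unlabelled peptide, DMSO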
Numbers without * were called inactive; u = inconclusive; x = no result given.

SMILES	Wnt act	MITF act	phage Ecoli inh	AddAB inh	SR-BI uptake up	Tat transport	CAL PDZ FP-1	E coli growth	SR-BI DiI inh	CAL PDZ FP-2
Cc1ccc(C(=O)Nc2cc(C)c(OCC(=O)N3CCOCC3)c(C)c2)cc1	x	22.7	1.7	0.5	4.6	0.7	-6.6	0.1	-4.6	-0.8
O=C(CN1CCC(NC(=O)Nc2ccccc2)CC1)Nc1ccccc1F	-1.9	6.8	1.5	3.7	10.7	-7.5	-2.5	-3.5	-10.7	-2.6
Cc1cccc(C)c1OCC(=O)NCC1COc2ccccc2O1 (centres undefined)	0.0	-2.7	2.2	1.4	11.4	-5.6	-2.4	0.2	-11.4	-0.3
CCN1CC(CN(C)Cc2nc(-c3ccc(C(F)(F)F)cc3)no2)CC1=O (centres undefined)	u	-0.9	0.9	-0.5	x	-3.1	2.1	-2.0	x	-2.2
O=C(Nc1ccc(C(F)(F)F)cc1)c1cc(-c2cccnc2)nc2ccc(Br)cc12	x	-2.1	3.1	0.2	-54.9	-1.1	x	-0.4	54.9	-2.3
CCCCNC(=O)CSc1nc(Cc2ccccc2)nc2ccccc12	-1.8	x	-0.5	-0.5	14.4	-0.2	-1.9	1.7	-14.4	-1.9
O=C(CN1C(=O)c2cccc3cccc(c23)C1=O)N1CCN(c2ccccn2)CC1	-1.5	-3.9	2.8	1.0	-15.9	3.2	-1.0	-1.1	15.9	-2.5
CSCCC(NC(=O)c1cc(CC(C)C)oc1C)C(=O)O (centres undefined)	x	-10.1	-1.2	0.5	5.6	1.9	1.5	-0.1	-5.6	-3.0
CCOC(=O)CC(NC(=O)c1cccs1)c1ccc(OCC)cc1 (centres undefined)	4.1	x	2.6	3.2	28.2	-7.3	-3.9	1.2	-28.2	-1.6
OC[C@@H]1[C@@H](c2ccc(Cl)cc2)C(c2ccccc2)=NN1c1ccccc1	-1.9	-8.6	3.1	1.9	-3.5	11.0	5.3	2.1	3.5	-0.3
CCOc1ccc(C(C)C)cc1S(=O)(=O)N1CCOCC1	-5.6	11.1	3.9	3.2	4.4	0.8	-2.3	0.7	-4.4	-2.0
COc1ccc(OCC(=O)Nc2ccncc2)cc1	-0.1	2.5	0.5	1.3	18.3	-7.3	2.0	3.1	-18.3	-0.1
Cc1cc(OCC(=O)c2ccc(C(F)(F)F)cc2)n2cnnc2n1	-1.3	-8.4	2.4	-0.8	20.3	-6.0	-6.9	0.8	-20.3	0.1
CSc1nnc(N2C(=O)C(O)=C(C(=O)c3ccc(C)o3)C2c2ccc(C)cc2)s1 (centres undefined)	3.8	11.3	1.3	2.9	19.3	-6.4	-14.5	-3.3	-19.3	-5.7
COc1ccccc1NC(=O)CSc1nnc(C)s1	-2.5	9.8	-1.2	x	-3.0	-2.4	-8.5	x	3.0	-0.7
Cc1cc2c(c(C)c1Br)C(c1ccc3c(c1)OCO3)CC(=O)O2 (centres undefined)	-1.1	-6.4	3.6	2.0	-20.0	-3.6	-0.4	2.5	19.9	-0.7
CC12CC(O)C3c4ccc(O)cc4CCC3C1CC/C2=N\O (centres undefined)	-3.2	-4.2	1.6	-1.0	-3.4	-7.5	1.5	-0.5	3.4	-0.4
CCOc1ccc(CCNC(=O)c2nnn(CC(=O)Nc3ccccc3C)c2N)cc1OCC	-0.2	-7.3	0.8	3.4	-37.8	-13.5	-2.0	-0.3	37.8	-2.3
CC1Cc2ccccc2N1S(=O)(=O)c1cccc(C(=O)NCC(c2ccco2)N2CCCC2)c1 (centres undefined)	0.3	-3.1	-0.9	x	-9.0	-2.5	1.2	x	9.0	-2.1
Cc1sc2ncnc(N3CCCC(C)C3)c2c1C (centres undefined)	-1.9	0.2	1.9	2.8	-15.2	-2.3	-9.4	-0.2	15.2	13.3
Cc1cccc(OCC(=O)Nc2ccc(N3CCN(C(=O)c4ccccc4)CC3)cc2)c1C	-1.5	-22.8	-0.1	2.0	-64.3	-6.6	-2.3	1.5	64.3	-2.7
CCOc1ccccc1C1C(C#N)=C(N)N(N(C)C)C2=C1C(=O)CCC2 (centres undefined)	-1.6	-1.1	1.8	2.5	x	-10.2	-2.7	3.0	x	-1.2
CCC(CC)c1nnc(NC(=O)c2ccc(N3CCCC3=O)cc2)s1	x	4.9	-0.9	-1.4	-14.9	-0.8	-4.2	-0.1	14.9	-0.5
COc1cccc(CNC(=O)c2cccnc2Sc2ccc(Cl)cc2)c1	0.5	4.3	0.6	0.6	23.6	4.0	-4.9	-2.1	-23.6	-1.7
COc1cccc(NC(=O)CN(C)C(C)C(=O)N2CCCCC2)c1 (centres undefined)	1.6	5.1	1.0	0.2	12.2	-4.2	-0.9	-0.3	-12.2	-1.7

Three entries from above, arranged by heavy-atom count, smallest number first:
SMILES	Wnt act	MITF act	phage Ecoli inh	AddAB inh	SR-BI uptake up	Tat transport	CAL PDZ FP-1	E coli growth	SR-BI DiI inh	CAL PDZ FP-2
COc1ccccc1NC(=O)CSc1nnc(C)s1	-2.5	9.8	-1.2	x	-3.0	-2.4	-8.5	x	3.0	-0.7
CCOc1ccc(C(C)C)cc1S(=O)(=O)N1CCOCC1	-5.6	11.1	3.9	3.2	4.4	0.8	-2.3	0.7	-4.4	-2.0
CC1Cc2ccccc2N1S(=O)(=O)c1cccc(C(=O)NCC(c2ccco2)N2CCCC2)c1 (centres undefined)	0.3	-3.1	-0.9	x	-9.0	-2.5	1.2	x	9.0	-2.1

More results follow:
SMILES	Wnt act	MITF act	phage Ecoli inh	AddAB inh	SR-BI uptake up	Tat transport	CAL PDZ FP-1	E coli growth	SR-BI DiI inh	CAL PDZ FP-2
Cc1ccc(S(=O)(=O)CCc2nnc(N)s2)cc1C	2.7	-20.1	2.7	3.2	22.1	1.3	1.7	0.8	-22.1	-1.4
c1ccc(C(c2nnnn2Cc2ccco2)N2CCN(C3CCCC3)CC2)cc1 (centres undefined)	-5.2	12.3	2.4	2.4	4.7	-10.2	-2.7	-1.1	-4.7	x
C=CCNC(=O)C1CC(=O)N(c2ccc(Br)cc2)C1 (centres undefined)	x	5.4	1.1	-0.1	18.7	-11.7	-7.9	0.7	-18.7	0.5
CC(=O)c1ccc(N2CCN(C(=O)Cc3ccccc3)CC2)c(F)c1	-1.0	2.3	1.9	-0.3	-4.5	-2.4	-3.7	-1.4	4.5	-0.5
COc1ccccc1N1CCN(C(=O)COc2ccc(C)cc2Br)CC1	x	-3.8	2.9	0.1	-18.4	10.4	-9.1	-1.5	18.4	-2.8
COc1cc2c(cc1OC)-c1cc(NC3CCCC3)nc(=O)n1CC2	1.3	6.7	0.0	1.1	20.8	0.6	-11.1	-0.7	-20.8	-2.1
CCOC(=O)C(=CNc1cc(C)ccn1)C(=O)OCC	-0.1	2.5	5.0	2.4	-10.1	14.4	-1.5	1.8	10.1	0.6
CCc1nnc(NC(=O)CSc2nccn2-c2ccccc2)s1	x	-5.1	1.0	1.6	-19.6	-1.8	-5.9	0.9	19.6	-0.7
O=C(CSc1ccccn1)N1CCNC1=O	-5.9	-6.4	3.2	-0.1	11.0	6.6	-0.4	0.0	-11.0	0.0
CC(C)NC(=O)NCCCCCCS(C)=O (centres undefined)	0.8	-6.5	2.8	1.3	6.9	8.3	1.2	-3.5	-6.9	0.4
CNC(=O)CN(c1ccc(F)cc1)S(=O)(=O)c1cc(C)ccc1OC	x	-2.0	1.3	0.0	16.7	-7.0	1.6	0.2	-16.7	-0.2
CSc1nnc(-c2cc(Br)ccc2N=Cc2c(C)[nH]n(-c3ccccc3)c2=O)c(=O)[nH]1	-2.6	-11.0	3.3	3.0	-1.8	-0.7	-5.7	0.1	1.8	-2.3
CC(=O)Nc1ccc(S(=O)(=O)NCCC(=O)OCC(=O)c2ccc(F)c(F)c2)cc1	0.1	4.8	0.5	2.8	-2.2	-4.2	1.5	2.6	2.2	-2.4
CSCCC(NC(=O)COc1ccccc1)C(=O)N(C)CC(=O)Nc1c(C)cccc1C (centres undefined)	-0.4	2.1	2.7	1.4	23.0	-2.8	-2.1	-0.6	-23.0	-2.4
CCOc1cc(N2CCOCC2)c(OCC)cc1NC(=O)c1ccc(S(C)(=O)=O)cc1	-1.1	2.5	1.4	-1.2	3.2	-4.0	0.7	-1.0	-3.2	0.3
Cc1ccc(C(=O)Nc2nnc(CC(=O)N/N=C/c3ccncc3)s2)cc1	-4.3	26.7	3.4	-1.6	16.5	-2.2	-6.4	-1.8	-16.5	-0.8
Cc1ccc(OC[C@H](O)[C@H](C)NC(C)C)c2c1CCC2	-6.0	20.8	4.7	2.3	6.3	-2.3	3.2	0.7	-6.3	-0.9
O=C(CN1C(=O)C2CC=CCC2C1=O)OCCN1C(=O)c2ccccc2C1=O (centres undefined)	x	2.1	2.6	-1.4	1.6	-8.1	-0.7	-3.1	-1.6	0.3
COc1ccc(N2CCN(Cc3cc(=O)oc4cc5c(cc34)CCCC5)CC2)cc1	-5.6	0.7	1.0	0.6	-40.1	-4.2	-1.4	-0.7	40.1	-1.5
COc1ccc(CC2(CO)CCN(S(=O)(=O)c3c(C)nn(C)c3Cl)CC2)cc1	-0.4	-14.7	3.3	1.4	-21.8	4.9	1.9	1.7	21.8	0.2
CC(=O)O[C@H]1CC[C@@]2(C)[C@@H](CC[C@@H]3[C@@H]2CC[C@]2(C)[C@@H](C(C)(C)O)C[C@@H]32)C1	-1.1	5.5	2.0	-2.0	19.2	2.2	-0.5	-1.4	-19.2	-1.1
O=CN1CCC(=O)N(Cc2ccccc2)c2ccccc21	-1.8	-8.5	0.2	0.6	9.0	-1.9	-0.3	-2.5	-9.0	-0.7
O=C(Nc1ccc(Cl)cc1C(=O)NCC1CCCO1)c1ccco1 (centres undefined)	x	0.4	1.6	1.2	-5.4	-3.8	x	-1.1	5.4	-2.4
Cc1cccc2cc(CN(CC3CCCO3)C(=O)c3ccco3)c(=O)[nH]c12 (centres undefined)	x	0.0	-0.3	1.0	25.5	-8.8	-4.2	0.1	-25.5	-0.9
Cn1cccc1C(=O)NC(=O)COC(=O)CC12CC3CC(CC(Br)(C3)C1)C2	x	-5.8	2.5	3.6	6.2	-1.3	-4.3	0.4	-6.2	0.2
CCN(CC)CCN(C(=O)c1ccc2c(c1)OCCO2)c1nc2cc(C)cc(C)c2s1	-1.0	-3.6	2.3	4.9	-31.4	6.5	-1.7	2.4	31.4	-3.1
COc1ccc(N(CC(=O)NC2CCCCCC2)S(=O)(=O)c2ccccc2)cc1Cl	-0.4	8.9	0.6	1.0	3.5	-1.7	-3.2	-3.1	-3.5	-1.6
Cc1ccc(NC(=O)COC(=O)CN2CSCC2=O)cc1C	x	-3.8	1.3	0.1	-2.8	-3.1	0.4	-2.8	2.8	-0.2
O=C(Nc1ccc(Cl)cn1)c1cc2c(s1)-c1ccccc1OC2	17.8	74.4	-1.0	1.6	-37.5	-2.0	-0.2	0.8	37.5	-1.1
